Screens (PubChem BioAssay)
HePTP inhibitor – human HePTP phosphatase inhibition | recombinant HePTP phosphatase activity, OD absorbance | P35236 | inhibition, % at 20 µM | 110,000 tested, 0.64% active; in the data active = inhibition above about 50%;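 note: plate controls were vehicle for no effect and reference inhibitor for full effect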
Target sequence (P35236 whole entry, looked up): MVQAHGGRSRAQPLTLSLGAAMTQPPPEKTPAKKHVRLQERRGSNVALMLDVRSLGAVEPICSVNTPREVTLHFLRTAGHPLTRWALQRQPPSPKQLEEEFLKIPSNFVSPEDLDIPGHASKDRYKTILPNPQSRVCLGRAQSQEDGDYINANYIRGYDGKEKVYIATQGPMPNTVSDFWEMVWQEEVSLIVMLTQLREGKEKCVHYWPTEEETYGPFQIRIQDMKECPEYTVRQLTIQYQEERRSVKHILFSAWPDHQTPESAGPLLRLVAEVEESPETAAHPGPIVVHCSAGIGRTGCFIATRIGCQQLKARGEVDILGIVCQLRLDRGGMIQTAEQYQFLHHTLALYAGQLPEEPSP
BAP1 inh – inhibitors of human BAP1 deubiquitinase; 72,000 tested, 0.48% active; activity remaining (% of control), % at 20 µM; recombinant BAP1, Ub-AMC hydrolysis fluorescence kinetic; active compounds read low;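 active = activity remaining at or below 50% of control, provided the compound also passes the data quality filters; inactive = the rest, including low values that fail the filters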;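 note: 100% = DMSO wells rate and 0% = substrate alone blank rate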
* hit, by the source's call; . = no result given; & = joins results of further samples. This is a random part of the collection; overall some 0.95% were active at least once.

The first three records, ahead of the listing:
smiles,HePTP inhibitor,BAP1 inh
Cc1cccc(NC(=O)c2ccccc2NC(=O)/C=C\c2ccco2)c1C,6,.
O=C(CN1C(=O)COc2ccccc21)N(Cc1cccnc1)Cc1cccc(F)c1,7,91
CN(C)c1ccc(C(O)(c2ccccc2)c2ccccc2)cc1,-4,.

The whole of this part, from the first entry:
smiles,HePTP inhibitor,BAP1 inh
Cc1cccc(NC(=O)c2ccccc2NC(=O)/C=C\c2ccco2)c1C,6,.
O=C(CN1C(=O)COc2ccccc21)N(Cc1cccnc1)Cc1cccc(F)c1,7,91
CN(C)c1ccc(C(O)(c2ccccc2)c2ccccc2)cc1,-4,.
NC1=NC2=C(CCCC2)C2(CCCCC2)S1,5,86
CCN1C(=O)/C(=C\c2ccc(-c3ccccc3Cl)o2)SC1=S,0,.
O=C(N/N=C/c1ccc([N+](=O)[O-])o1)c1ccc(C(F)(F)F)cc1,-11,.
Cc1ccc(CNC(=O)c2cc3c(=O)n(C)c4ccccc4c3n2C)o1,9,86
COc1ccc(C(=O)CSc2nnc(-c3ccco3)n2CC2CCCO2)cc1 (stereo not drawn),-6,88
CNC(=O)CSc1nnnn1CCCOC,4,101
Cc1n[nH]c(C)c1N1C(=O)c2cccc3cc(Br)cc(c23)C1=O,2,64
COCCn1c(SCCCc2ccccc2)nc2c1c(=O)[nH]c(=O)n2C,3,104
CCOC(=O)C(C)Oc1ccc2c(C)cc(=O)oc2c1C(C)=O (stereo not drawn),5,117
CCc1nnc(NC(=O)c2ccc(S(=O)(=O)NC3CCCCC3)cc2)s1,8,97
CCOC(=O)C1=C(C)N=c2s/c(=C\c3ccc(OC)c(O)c3)c(=O)n2C1c1ccc(Cl)cc1 (stereo not drawn),4,.
NC(=O)C1CCN(C(=O)C23CC4CC(CC(C4)C2)C3)CC1,3,100
COC(=O)n1c(=O)oc2cc(S(=O)(=O)N3CCOCC3)ccc21,5,107
CCCc1ncc(C(=O)c2ccc(OC)cc2)n1C,1,111
Cc1cccc(NC(=O)C2CCCC2)n1,-13,.
COc1ccc(C(=O)NCC(=O)n2nc(C)cc2C)cc1OC,-3,152
CCCc1nc(SCC(=O)c2ccc(OC)cc2)c2c(=O)n(C)c(=O)n(C)c2n1,2,96
CCc1cc2c(cc(C(=O)O)n2C)s1,2,89
CC(C)n1c(SCC(=O)Nc2ccc3c(c2)OCO3)nc2c1c(=O)n(C)c(=O)n2C,0,100
CCOC(=O)CSc1nnc(-c2ccc(OC)cc2OC)o1,11,109
Cc1ccc(NC(=O)COc2ccccc2C)c([N+](=O)[O-])c1,-1,.
COc1cc(OC)c(OC)cc1CN1CCN(C2CCCCC2)CC1,7,.
COCCNc1ncnc2c1cnn2Cc1ccc(Cl)cc1,2,108
Cc1ccc(C(=O)Nc2sc3c(c2C(=O)N2CCC(C)CC2)CCCC3)cc1,2,98
CCOC(=O)c1c(NC(=O)c2cnccn2)sc2c1CCCC2,4,.
O=C(Nc1ccc(F)c([N+](=O)[O-])c1)c1cc(Br)ccc1Cl,9,.
O=C1C2=C(Nc3ccccc3SC2c2ccco2)c2ccccc21 (stereo not drawn),-14&-7,62
CSc1nc(N)c2ncn([C@@H]3O[C@H](COP(=O)(O)OP(=O)(O)OP(=O)(O)O)[C@H](O)C3O)c2n1 (stereo partly drawn),.,95
CC(C)(O)C#Cc1ccc(C(=O)NCc2cccs2)s1,-3,90
COc1ccc(/C=N/N=C2\NC(=O)C(CC(=O)O)S2)c(OC)c1 (stereo not drawn),-5,.
CCC(c1c(C)n(C)n(-c2ccccc2)c1=O)c1c(C)n(C)n(-c2ccccc2)c1=O,13,108
O=C(c1cc2nc(-c3ccco3)cc(C(F)(F)F)n2n1)N1CCCCCC1,8,84
CSc1ccccc1C(=O)O/N=C1/C(=O)N(C)c2ccccc21,-9,.
CCN(CC)C(=O)COc1ccc2oc(C)c(C(=O)OC)c2c1,4&7,77
COc1ccc2cc(CN(CCO)C(=O)c3ccc(Br)cc3)c(=O)[nH]c2c1,0,84
COc1ccc(O)c(/C=N/n2cnnc2)c1,4,.
CC1N(C)c2cc(NC(=O)c3ccco3)ccc2C1(C)C (stereo not drawn),-4,117
O=C(C1CCN(c2nnc(-n3cccc3)s2)CC1)N1CCOCC1,35,99
Nc1nc(-c2ccccc2)c(-c2ccccc2)n1/N=C/c1ccccc1,-1,.
Cc1cccc(C(=O)NCC(O)c2ccccc2)c1 (stereo not drawn),1,.
O=C(COc1ccccc1)Nc1ccc(Cl)c(-c2nc3ccccc3s2)c1,5,.
Cc1ccc2ccccc2c1COC(=O)c1nonc1N,3,80
COc1cc(-c2nnc(SCc3c(F)cccc3Cl)o2)cc(OC)c1OC,10&4,84
Cc1cc(NC(=O)c2cccnc2)ccc1NC(=O)c1ccco1,7,87
Cc1ccc(-n2c3c(cc(C(=O)NCc4ccco4)c2=O)C(=O)CC(C)(C)C3)cc1,3,83

Compounds from the list above with a nitro group on carbon:
smiles,HePTP inhibitor,BAP1 inh
O=C(N/N=C/c1ccc([N+](=O)[O-])o1)c1ccc(C(F)(F)F)cc1,-11,.
Cc1ccc(NC(=O)COc2ccccc2C)c([N+](=O)[O-])c1,-1,.
O=C(Nc1ccc(F)c([N+](=O)[O-])c1)c1cc(Br)ccc1Cl,9,.

Going on with the list:
smiles,HePTP inhibitor,BAP1 inh
O=C1N/C(=N\N=C\c2ccccc2F)SC1Cc1ccccc1[N+](=O)[O-] (stereo not drawn),-4,.
O=C(CCCN1C(=O)/C(=C/c2ccccc2)SC1=S)Nc1ccc(O)cc1,-7,.
CCOC(=O)N1CCN(C(=O)C2COc3ccccc3O2)CC1 (stereo not drawn),-1,.
CCOc1ccccc1-n1c(SCC(=O)NC)nnc1-c1ccco1,11,92
Cn1cccc1C(C(=O)NC1CCCCC1)N(C(=O)Cc1cccs1)c1ccc2c(c1)OCO2 (stereo not drawn),-18,62
CCCc1nnc(SCc2ccc(OCC)cc2)n1N,1,136
CC(=O)CC(=O)Nc1cc(Cl)ccc1C,10,.
CCOc1ccccc1NC(=O)CN(c1cccc(C(F)(F)F)c1)S(C)(=O)=O,-13,.
COc1ccc(-c2[nH]ncc2-c2ccccc2)c(O)c1C,.,100
COC(=O)CSc1nnc(CNc2ccc(Cl)cc2)n1Cc1ccccc1,6,83
Cc1noc(C)c1S(=O)(=O)N(CC(=O)N1CCCCCC1)c1ccc(C(C)C)cc1,6,89
CCOc1ccc(NC(=O)c2cc(Br)ccc2Cl)cc1,1,.

2 entries from above, reformatted:
HePTP inhibitor | BAP1 inh | SMILES
1 | . | CCOc1ccc(NC(=O)c2cc(Br)ccc2Cl)cc1
11 | 92 | CCOc1ccccc1-n1c(SCC(=O)NC)nnc1-c1ccco1

Next results:
smiles,HePTP inhibitor,BAP1 inh
c1ccc(C(c2nnnn2C2CCCCC2)N2CCc3ccccc3C2)nc1 (stereo not drawn),4,92
CC(=O)NC1=NC(=O)/C(=C\c2ccc(-c3cccc([N+](=O)[O-])c3)o2)S1,-4,.
O=C(N/N=C/c1c(F)cccc1Cl)c1ccccc1I,6,.
CCN(CC)C(=O)Cc1ccc2c3c(cccc13)CC2,-1,.
COc1cccc(NC2CC(=O)N(CCc3ccccc3)C2=O)c1 (stereo not drawn),-2,83
O=C(c1sccc1-n1cccc1)N1CCCC1,5,82
CC1(C)CC(=O)C2=C(C1)NC1=C(C(=O)CC(C)(C)C1)C2c1ccccc1,1,.
O=C(C(F)C(F)(F)F)N1CCN(c2ccccc2)CC1 (stereo not drawn),6,112
O=C(Cc1ccccc1)Nc1nnc(-c2ccccc2I)s1,.,58
C=CCc1ccccc1OCCOc1cccc(/C=C2/SC(=S)N(C)C2=O)c1,-7,.
CC(C(=O)NCC1(c2ccccc2)CCCC1)N1CCOCC1 (stereo not drawn),6,113
COc1cccc(-c2nc(=S)c3c(n2Cc2ccco2)CCCC3)c1,8,78
Cc1ccc(-c2nnc(CSc3nc(C)nc4sc(C)c(C)c34)o2)cc1,7,89
CC1CCN(C(=O)CSc2ccc(-c3ccc(F)cc3)nn2)CC1,0,83
CCOC(=O)C1=C(C)NC(C)=C(C(=O)OCC)C1c1ccc(OC)cc1,3,.
CC(=O)C1=C(C)NC(SCC(=O)c2ccc(Cl)cc2Cl)=C(C#N)C1c1ccco1 (stereo not drawn),5,104
Cc1cc2c3c(c1)C1C=CCC1C(c1cccc([N+](=O)[O-])c1)N3CC1CC=CC21 (stereo not drawn),-14,.
S=c1nc(-c2cccc(Br)c2)[nH][nH]1,-1,94
O=S(=O)(c1ccc(Cl)c(C(F)(F)F)c1)N1CCN(CC(O)COCC2CCCO2)CC1 (stereo not drawn),9,122
CCNC(=O)COc1ccc2ccccc2c1,-1,96
COc1ccccc1N1C(=O)CC(N2CCN(C(c3ccccc3)c3ccccc3)CC2)C1=O (stereo not drawn),8,.
Cc1cc(/C=C2\C(=O)NC(=O)N(c3ccc(Br)cc3)C2=O)c(C)n1-c1cccnc1,-7,.
CCOC(=O)c1cccc(NC(=O)C2CCC(CNc3c(N4CCOCC4)c(=O)c3=O)CC2)c1 (stereo not drawn),8,104
CCOc1ccccc1N1C(=O)CC(Nc2ccc(N3CCOCC3)cc2)C1=O (stereo not drawn),6,94
O=C(NCCN1CCOCC1)NC1(C(F)(F)F)Oc2ccc(Cl)cc2O1 (stereo not drawn),7,114
O=C(Nc1ccc(-c2noc(CCc3ccccc3)n2)cc1)c1cccnc1,4,52
O=C(CCCCn1c(=O)c2ccccc2n(Cc2ccc(F)cc2)c1=O)NCc1ccco1,-2,103
CCCn1c(C(O)c2cc(OC)ccc2OC)nc2ccccc21 (stereo not drawn),10&3,74
CN(c1cccc(NC(=O)Nc2cccc(Cl)c2)c1)S(C)(=O)=O,10,140
COc1ccccc1N1CCN(S(C)(=O)=O)CC1,-6,.
O=C(N/N=C/c1ccc(-c2cccc([N+](=O)[O-])c2)o1)c1cccc([N+](=O)[O-])c1,-6,.
COc1cc(OC)cc(C(=O)Nc2cccc(-c3nc4cc(C)cc(C)c4o3)c2C)c1,5,.
CCOC(=O)c1oc2cccc(OC(C)=O)c2c1C,9,109
CCOc1ccc(N(CC(=O)NCCSc2ccccc2)S(C)(=O)=O)cc1,8,.
COC(=O)c1ccccc1NC(=O)CN1CCN(C(=O)c2ccco2)CC1,4,103
COC(=O)CN(c1ccc(OC)cc1OC)S(=O)(=O)c1ccc(C)cc1,0,.
CCOC(=O)N1CCN(CC(=O)N2c3ccccc3CC2C)CC1 (stereo not drawn),5,98
O=C(C1CCC1)N1CCc2cc(S(=O)(=O)NCc3cccnc3)ccc21,4,96
Cc1cc(C)nc(NC(=O)COc2ccc(Cl)cc2Cl)c1,-1,.
COc1ccc(S(=O)(=O)N(CC(=O)NCC2CCCO2)Cc2ccccc2)cc1 (stereo not drawn),9,.
NC1=NC(=O)/C(=C\C=C\c2ccccc2)S1,6,.
CCN1CCN(c2cc(C)c3cc(NC(=O)Cc4ccc(OC)c(OC)c4)ccc3n2)CC1,3,59
CCCCCOC(=O)c1[nH]c2c(c1C)C(=O)C(C(=O)OC)C(C)C2 (stereo not drawn),1,117
COc1ccc(NC(=O)C(=O)NCc2ccc(C)cc2)cc1Cl,4,.
CC(=O)NC1(c2ccccc2)CCN(c2nc(C)cc(C)n2)CC1,5,97
O=C(Nc1ccccc1C(=O)N1CCCCCC1)c1cccc(S(=O)(=O)N2CCOCC2)c1,-2,118
COC(=O)/C(=C\N(C(C)C)C(C)C)[N+](=O)[O-],5,.
CC(=O)Cc1nsc(NC(=O)c2ccccc2)n1,-2,98
Cc1cc2nn(-c3ccccc3)nc2cc1NC(=O)c1ccc([N+](=O)[O-])cc1Cl,.,163
CCOC(=O)c1ccccc1NC(=O)c1c(F)c(F)c(F)c(F)c1F,2,150
CC1=NN(C(=O)c2cccc(Cl)c2)C(O)(c2ccc(Cl)cc2)C1 (stereo not drawn),-8,.
Cc1ccc(S(=O)(=O)N2CCN(C)CC2)cc1-c1nnc2c3ccccc3c(C)nn12,4,58
COc1ccc(-c2nnc3ccc(SCC(=O)N4CCN(c5ccccc5)CC4)nn23)cc1,3,111
COc1ccc(CCNC(=O)COc2ccccc2OC)cc1OC,6,.
CCOC(=O)CCc1c(C)nc2cc(-c3ccc(Cl)cc3)[nH]n2c1=O,6&-2,86
O=C(CC1Oc2ccc(Cl)cc2NC1=O)NC1CCCCCC1 (stereo not drawn),13,89
O=C(/C=C/c1ccco1)NC(=S)N(Cc1ccccc1)c1ccccc1,7,.
CCCCOCC1CC2(CC(C)(c3csc(N)n3)OC2=O)C(=O)O1 (stereo not drawn),.,107
COc1ccc(S(=O)(=O)N2CCCC2C(=O)Nc2nnc(-c3cccnc3)s2)cc1 (stereo not drawn),10,.
COc1ccc(N(CC(=O)Nc2ccccc2Cl)S(=O)(=O)c2ccccc2)cc1,-3,.

Further structures:
smiles,HePTP inhibitor,BAP1 inh
CCc1ccc(NC(=O)CSc2nnc(-c3ccco3)n2-c2ccccc2)cc1,-5,.
CN=C1c2ccccc2CN1c1cccc(C(=O)OC)c1,-6,104
O=C(/C=C/c1ccc(F)cc1)Nc1ccc(F)c([N+](=O)[O-])c1,13,.
Cc1n[nH]c(C)c1Br,.,71
CCCCOC(=O)C1=C(C)NC2=C(C(=O)CC(C)(C)C2)C1c1cccc(Cl)c1 (stereo not drawn),4,.
